# Screens deposited in PubChem by Broad Institute.
# Cneo AK release = Cryptococcus neoformans cell lysis inducers, primary screen, AK release luminescence, single concentration. lysis activity, % at 15 µM. C. neoformans lysis, adenylate kinase release luminescence, 4 h; normalised: neutral wells 0, clomiphene wells 100. actives 0.2% (n = 360,000);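 active = mean lysis activity across replicates of at least 80%, whatever share of replicates individually reach that level; inactive = mean lysis activity below 80%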
#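 Material – log-phase Cryptococcus neoformans yeast cells · Input – 5 × 10^6 yeast cells/mL · Medium – fresh YPD growth medium · Doses – single compound concentration per well · Timing – static 4 h at 37 °C with compound, 1 h detection · Detection – adenylate kinase release luminescence · Read-out – signal increase indicating cell lysis · Control set – Clomiphene as positive lysis control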
# PAX8 inh HTS = inhibitors of PAX8-driven TPO luciferase reporter, primary screen, RMG-I cells, single concentration | SteadyGlo, 24 h | inhibition, % at 12.6 µM | actives 1.2% (n = 360,000) | AID 652154, 2013;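 active = mean replicate inhibition at least 60% with every replicate also reaching 60%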;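 also: luciferase light reporting Pax8 driven TPO promoter activity; plate controls were median of neutral control wells for no effect and mitoxantrone controls for full effect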
# FN deposition inh = inhibitors of fibronectin matrix deposition, primary screen, AH1F cells, Alexa488-fibronectin fluorescence, plate reader | inhibition, % at 12.6 µM | AID 743247, 2014 | AH1F fibroblasts, overnight | actives 0.086% (n = 350,000);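 active = mean inhibition across replicates of 30% or more, regardless of how many single replicates reach that level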;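 also: positive control wells lacked labelled fibronectin entirely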
#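 test system = AH1F fibroblasts assembling fluorescent fibronectin matrix | quantity = 10000 AH1F cells per well | buffer or medium = DMEM plus 2% serum, read in PBS | doses = single dose, pinned | incubation = 1 h cell attachment, overnight exposure to compound and label | detection = fluorescence at 485 nm excitation, 525 nm emission | read-out basis = inhibition from reduced deposited-fibronectin fluorescence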
# miR-122 sensor = miR-122 Renilla sensor signal increase in Huh7, primary screen, miR-122 inhibitor project, cell-based, single point, plate reader; Huh7 miR-122 Renilla luciferase sensor, 48 h; neutral wells = 0, positive control = 100; activation (reporter increase), % at 12.5 µM; actives 0.3% (n = 340,000);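 active = mean replicate activation score at least 90 and every replicate individually at or above 90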;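 also: higher luciferase means less miR-122 activity so hits act as miR-122 inhibitors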
# EWS-Fli block = EWS/Fli-driven NR0B1 reporter inhibitors, primary screen, A673 cells, NR0B1 luciferase, luminescence, MLPCN library; viability-normalised; inhibition, % at 12.6 µM; actives 0.67% (n = 350,000);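 active = mean inhibition of at least 50% after viability correction, with every replicate also passing that limit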;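 also: firefly luciferase signal divided by Alamar Blue viability fluorescence both relative to DMSO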
# LGR2 inh = inhibitors of bursicon-induced LGR2 CRE-luciferase signal, primary screen, cell-based, HEK293, CRE-luciferase reporter, bursicon stimulation; bursicon-stimulated, 4 h; inhibition, % at 9.99 µM; actives 0.35% (n = 380,000); AID 720647, 2013;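 active = drop in luminescence signal, shown as inhibition above about 50% in the replicate tests, limit read from the data, passing the limit was not always enough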;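 also: agonist challenge used bursicon conditioned medium at about half maximal strength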
# PGC1a acetyl inh = inhibitors of PGC1a acetylation signal, primary screen, cell-based, U2OS, AlphaScreen, inhibitor mode. AlphaScreen anti-acetyl-lysine; with virally co-expressed GCN5 acetyltransferase. inhibition, % at 15.6 µM. actives 0.17% (n = 350,000). AID 651687, 2012;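 active = every replicate shows inhibition of at least 40%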;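 also: 0% = neutral control wells and 100% = positive control wells; some results beyond the cut were filed as inactive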
# CASP6 VEID inh = human caspase-6 inhibitors, primary screen, biochemical, VEID-R110 fluorescence, single point, set 2; P55212; purified caspase-6, Z-VEID-R110 cleavage fluorescence; inhibition, % at 12.5 µM; actives 0.53% (n = 350,000);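 active = mean inhibition across replicates at least about 35%, with every replicate also reaching that limit, limit read from the data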;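 also: 0% = median of neutral control wells and 100% = no fluorescence left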
# Target sequence (P55212 24-179 limits assumed): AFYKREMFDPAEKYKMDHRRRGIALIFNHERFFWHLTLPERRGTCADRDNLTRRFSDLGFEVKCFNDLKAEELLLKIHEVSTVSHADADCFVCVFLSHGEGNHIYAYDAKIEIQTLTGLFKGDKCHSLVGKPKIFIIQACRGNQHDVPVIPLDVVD
# Target sequence (P55212 194-293 limits assumed): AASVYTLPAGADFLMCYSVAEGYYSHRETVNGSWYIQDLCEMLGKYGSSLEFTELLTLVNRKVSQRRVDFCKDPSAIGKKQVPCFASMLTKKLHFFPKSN
# Numbers without * were called inactive; nt = not tested or not shown; [ ] = another dose, or the depositor's remark.
SMILES,Cneo AK release,PAX8 inh HTS,FN deposition inh,miR-122 sensor,EWS-Fli block,LGR2 inh,PGC1a acetyl inh,CASP6 VEID inh
Oc1ccc(-c2cccc(-c3ccc(O)cc3)c2)cc1,-4,-144,10,-5,-26,-83,-9,1
COc1cc(C(=O)NNc2nc3cc4c(cc3s2)OCO4)cc(OC)c1OC,-1,1,1,-3,-11,-3,-1,1
Cc1cccc(OCc2n[nH]c(=S)o2)c1C,nt,-6,-1,nt,15,2,nt,5
CC(C)NC(=O)Nc1ccc2c(c1)C(=O)N([C@@H](C)CO)C[C@@H](C)[C@H](CN(C)C(=O)Nc1cccc3ccccc13)OCCCC[C@@H](C)O2,-1,26,nt,-6[16.7 µM],17,-5,30,1
CCOC(=O)C1CCN(C(=O)c2cc3cc4ccc(C)cc4nc3o2)CC1,6,-42,5,nt,-3,-80,3,0
CCCCNc1ccc2c(c1)OC[C@H](Cc1ccccc1)NS2(=O)=O,nt,-19,-5,nt,4,10,nt,-3
O=C(N/N=C/c1cccc(O)c1)c1ccc(NC(=O)c2cccc([N+](=O)[O-])c2)cc1,nt,20,nt,nt,0,37,nt,5
S=C(NCc1ccc(Cl)cc1)NC12CC3CC(CC(C3)C1)C2,5,nt,0,5,nt,nt,-10,nt
O=C(OCC(=O)c1cccs1)c1cccc(C(=O)OCC(=O)c2cccs2)n1,0,nt,nt,nt,4,-3,-3,2
COc1ccc(NC(=O)N(C)C[C@@H]2OCCCC[C@H](C)Oc3ccc(NC(=O)Nc4ccccc4)cc3C(=O)N([C@H](C)CO)C[C@@H]2C)cc1,8,0,2,-3[16.7 µM],-5,35,7,-2
C[C@@H]1CN([C@H](C)CO)C(=O)c2cccc(NC(=O)Nc3ccc4c(c3)OCO4)c2O[C@H]1CN(C)C(=O)NC1CCCCC1,-5,nt,nt,1[16.7 µM],-3,-8,-3,2
O=C(NCCOc1ccccc1F)c1cc(F)c(F)cc1Cl,nt,-128,3,nt,-12,nt,nt,1

# The closing 2 compounds of the section above open the next one:
SMILES,Cneo AK release,PAX8 inh HTS,FN deposition inh,miR-122 sensor,EWS-Fli block,LGR2 inh,PGC1a acetyl inh,CASP6 VEID inh
C[C@@H]1CN([C@H](C)CO)C(=O)c2cccc(NC(=O)Nc3ccc4c(c3)OCO4)c2O[C@H]1CN(C)C(=O)NC1CCCCC1,-5,nt,nt,1[16.7 µM],-3,-8,-3,2
O=C(NCCOc1ccccc1F)c1cc(F)c(F)cc1Cl,nt,-128,3,nt,-12,nt,nt,1
CCN1CCN(S(=O)(=O)c2ccc(Cl)c(C(=O)N(CCc3ccccc3)Cc3ccccc3)c2)CC1,0,12,4,6,21,nt,-23,-1
C[C@@H]1CN([C@H](C)CO)C(=O)Cc2cc(NC(=O)c3ccncc3)ccc2O[C@H]1CN(C)Cc1ccccc1,-2,7,nt,1[16.7 µM],2,-9,nt,-2
C=CCn1c(NC)cc(=O)n(C)c1=O,-1,7,0,5,nt,nt,2,nt
CCCCN(CC)CCNC(=O)c1cn(-c2ccc(Cl)cc2)c(=O)c2ccccc12,-1,-4,2,-2,1,8,-11,1
CCOc1ccc(CCNC(=O)c2ccc3nc(CC)c(CC)nc3c2)cc1,-2,-14,-5,0,-11,-37,7,-1
O=C(O)Cc1sc(-c2ccccc2)nc1-c1cccs1,nt,3,nt,nt,-3,-8,nt,-1
COCC(=O)Nc1ccc2c(c1)OC[C@H](C)N(C(=O)c1ccccc1)C[C@@H](C)[C@H](OC)CN(C)C2=O,5,nt,0,9[16.7 µM],-5,1,-3,nt
CC(=O)N1CCN(C(=O)c2cc(S(=O)(=O)NCc3ccccc3)ccc2C)CC1,4,11,3,nt,1,2,nt,-3
COc1ccc(C=O)cc1Cn1ccnc1C,nt,-8,1,nt,-1,8,-4,-1
Cc1c(C(=O)Nc2ccccc2F)sc2ncn(CC(=O)N3CCCCC3)c(=O)c12,2,9,4,-1,-3,6,5,1
COc1ccc(NC(=O)N(C)C[C@H]2OCCCC[C@H](C)Oc3ccc(NC(=O)c4ccccc4)cc3C(=O)N([C@@H](C)CO)C[C@H]2C)cc1,nt,nt,2,nt,-1,19,-7,-1
Cc1nc(C(=O)NCc2ccccc2)sc1C1(C)CC(c2ccccc2)=NO1 (centres undefined),-7,-9,-5,-6,3,-6,nt,-4

# Of the compounds above, 2 contain fluorine:
SMILES,Cneo AK release,PAX8 inh HTS,FN deposition inh,miR-122 sensor,EWS-Fli block,LGR2 inh,PGC1a acetyl inh,CASP6 VEID inh
O=C(NCCOc1ccccc1F)c1cc(F)c(F)cc1Cl,nt,-128,3,nt,-12,nt,nt,1
Cc1c(C(=O)Nc2ccccc2F)sc2ncn(CC(=O)N3CCCCC3)c(=O)c12,2,9,4,-1,-3,6,5,1

# Other structures
SMILES,Cneo AK release,PAX8 inh HTS,FN deposition inh,miR-122 sensor,EWS-Fli block,LGR2 inh,PGC1a acetyl inh,CASP6 VEID inh
COc1ccc(C(=O)N(Cc2cccs2)C2CCS(=O)(=O)C2)cc1 (centres undefined),-2,9,1,-3,0,4,8,-1
COc1cccc(CNC(=O)[C@H]2CCCN2C(=O)[C@H]2CCCN2C(=O)c2cccc(Cl)c2)c1,nt,-4,0,nt,-6,-6,nt,0
CCC1S/C(=N/N=C/c2ccco2)N(c2ccc(F)cc2)C1=O (centres undefined),nt,-19,2,nt,-33,-1,nt,-3
CCNC(=O)CN(CCc1ccccc1)S(=O)(=O)c1ccc(OC)cc1,2,nt,-5,17,nt,nt,-7,nt
CN(C)C(=O)c1ccc(-c2ccc3c(c2)[C@@H]2[C@@H](CCN2C(=O)C2CC2)[C@@H](CO)N3C)cc1,1,-37,-2,-16[16.7 µM],-14,2,9,-1
O=C(C[C@H]1C[C@@H]2c3cc(NC(=O)NC4CCCC4)ccc3O[C@@H]2[C@H](CO)O1)NCc1ccccc1,-1,-9,-7,-2[16.7 µM],-3,0,0,-2
Cc1c(C(=O)N2CCN(C)CC2)oc2c1C(=O)CC(C)(C)C2,-1,nt,nt,8,-2,7,-1,7
CSc1nc2c(c(=O)[nH]c(=O)n2C)n1Cc1ccc(Cl)cc1,-1,-8,-2,-2,-15,-14,-1,0
Clc1cccc(CN2CCCCCC2)c1,-1,-4,-7,-5,17,-8,15,-5
CCOc1ccccc1NC(=O)CCCNC(=O)c1ccc(Cl)cc1,1,4,-6,7,-7,-17,nt,-1
NC(=O)CC(NC(=O)c1ccccc1)c1ccc(NCCN2CCCCC2)c([N+](=O)[O-])c1 (centres undefined),-1,-6,-13,nt,-35,11,nt,-11
S=C(NCCc1ccccc1)N1CCn2cccc2C1c1cccnc1 (centres undefined),nt,13,-11,nt,-2,1,4,2
CCc1csc(N2[C@@H](C#N)[C@H](c3ccc(C#Cc4ccc(F)cc4)cc3)[C@@H]2CO)n1,16,6,12,nt,-39,-11,-10,11
CC(NC(=S)NCCCN1CCOCC1)C1CC2CCC1C2 (centres undefined),0,-4,-11,3,6,-7,nt,-4
Cc1ccc2ccc(S(=O)(=O)n3nc(C)cc3C)cc2c1,1,nt,nt,3,-14,-13,7,-5
CCOC(=O)c1ccc(NC(=O)c2ncn3c2C(=O)N[C@H](C)C3)cc1,-4,-12,14,-5,-2,-12,-6,1
CCCNC(=O)N1C[C@H](C)[C@H](OC)CN(C)C(=O)c2cc(NC(=O)CC)ccc2OC[C@H]1C,10,1,-11,nt,-2,4,-1,2
CN1C2C(Br)CCCCN2c2ccc(F)cc2S1(=O)=O (centres undefined),8,10,4,nt,-9,14,nt,1
CN(C)C(=O)c1ccc(-c2ccccc2[C@@H]2[C@@H](C#N)N(C(=O)C3CC3)[C@@H]2CO)cc1,nt,nt,-4,nt,-1,-3,nt,2
Oc1c(Cl)cc(Oc2cc(Cl)c(O)c(CN3CCOCC3)c2)cc1CN1CCOCC1,5,-2,7,3,-4,19,15,0
CNC(=O)c1c(Cl)cnn1-c1ccc(C)cc1,nt,-75,-3,14,-121,-51,1,0
CCCNC(=O)Nc1ccc2c(c1)OC[C@H](C)N(Cc1ccccc1)C[C@H](C)[C@H](OC)CN(C)C2=O,0,nt,5,5[16.7 µM],4,3,-7,-4
COc1ccc(S(=O)(=O)Nc2ccc3c(c2)C(=O)N([C@@H](C)CO)C[C@@H](C)[C@@H](CN(C)C(=O)Nc2c(C)noc2C)OCCCC[C@H](C)O3)cc1,0,3,-25,3[16.7 µM],-7,-4,5,2
COc1ccccc1C1=NC(c2ccc(F)cc2)N=C1C (centres undefined),nt,-65,5,nt,-28,-33,nt,0
O=C(C[C@H]1CC[C@H](NC(=O)Nc2ccc(C(F)(F)F)cc2)[C@H](CO)O1)NCc1cccc(F)c1,91*,16,-16,nt,7,-1,-1,0
C[C@H](CO)N1C[C@H](C)[C@@H](CN(C)S(=O)(=O)c2cn(C)cn2)Oc2ccc(NC(=O)CCC(F)(F)F)cc2CC1=O,2,-21,nt,2[16.7 µM],3,-9,9,nt
CC[C@@H](C)[C@H](CN[C@H](CNC)[C@@H](C)O)NCCc1ccc(OC)cc1,-1,-24,-3,nt,-6,-7,nt,-1
O=C(Nc1ccc(F)cc1)N[C@@H]1CC[C@H](CCNC(=O)c2cc(Cl)cc(Cl)c2)O[C@@H]1CO,-2,4,nt,nt,6,-14,-9,4
CCOc1ccccc1CNS(=O)(=O)c1cc(-c2cc(C)no2)ccc1OC,2,-2,5,53,1,-7,-21,4
CC(C)NC(=O)Nc1ccc2c(c1)C(=O)N([C@H](C)CO)C[C@@H](C)[C@H](CN(C)S(=O)(=O)c1cn(C)cn1)OCCCC[C@H](C)O2,-1,-26,13,-8[16.7 µM],7,1,-3,-1

# A run of entries from the list above, for reference:
SMILES,Cneo AK release,PAX8 inh HTS,FN deposition inh,miR-122 sensor,EWS-Fli block,LGR2 inh,PGC1a acetyl inh,CASP6 VEID inh
Oc1ccc(-c2cccc(-c3ccc(O)cc3)c2)cc1,-4,-144,10,-5,-26,-83,-9,1
COc1cc(C(=O)NNc2nc3cc4c(cc3s2)OCO4)cc(OC)c1OC,-1,1,1,-3,-11,-3,-1,1
Cc1cccc(OCc2n[nH]c(=S)o2)c1C,nt,-6,-1,nt,15,2,nt,5
CC(C)NC(=O)Nc1ccc2c(c1)C(=O)N([C@@H](C)CO)C[C@@H](C)[C@H](CN(C)C(=O)Nc1cccc3ccccc13)OCCCC[C@@H](C)O2,-1,26,nt,-6[16.7 µM],17,-5,30,1
CCOC(=O)C1CCN(C(=O)c2cc3cc4ccc(C)cc4nc3o2)CC1,6,-42,5,nt,-3,-80,3,0
